Assay outcomes (PubChem)
WRN helicase inh – qHTS for Inhibitors of WRN Helicase. Bifunctional 3'-5' exonuclease/ATP-dependent helicase WRN (Homo sapiens), Q14191. WRN helicase unwinding, fluorescent forked duplex, kinetic. Potency, µM (series often up to 114 µM), for the others: top-dose activity change, negative = inhibition, usual class: inhibitors. actives 0.46% (n = 360,000); further: potency means the concentration at half of the fitted maximal effect; on the % scale 0 is the no-effect control and ±100 the full control effect; nearly all actives have a fitted effect of over 55% in size
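Screening of the MLSMR collection measured strand separation of a quenched forked DNA duplex (100 nM) by 20 nM WRN with 2 mM ATP, all final. Compounds were preincubated with enzyme 15 min at room temperature.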
PLK1 PBD block – qHTS for Inhibitors of PLK1-PDB (polo-like kinase 1 - polo-box domain): Primary Screen | AID 720504, 2013 | Potency, µM, for the others: max response, negative = inhibition, most hits filed as inhibitors | actives 2.8% (n = 360,000) | Plk1 PBD binding of FITC phosphopeptide, fluorescence polarization; further: potency means the concentration at half of the fitted maximal effect; series mostly up to about 57 µM; on the % scale 0 is the no-effect control and ±100 the full control effect; nearly all actives have a fitted effect of over 65% in size
EPAC1 antag – qHTS for Antagonist of cAMP-regulated guanine nucleotide exchange factor 3 (EPAC1): primary screen; AID 720709, 2013; Potency, µM (series often up to 115 µM), inactives show at the highest dose activity change, negative = inhibition, usual class: inhibitors; EPAC1 GEF assay, Rap1b-BODIPY-GDP exchange fluorescence; actives 0.14% (n = 360,000);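 further: potency means the concentration at half of the fitted maximal effect; plate controls were vehicle for no effect and positive control for full effect; nearly all actives have a fitted effect of over 50% in size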
Target sequence (O95398 whole entry, looked up): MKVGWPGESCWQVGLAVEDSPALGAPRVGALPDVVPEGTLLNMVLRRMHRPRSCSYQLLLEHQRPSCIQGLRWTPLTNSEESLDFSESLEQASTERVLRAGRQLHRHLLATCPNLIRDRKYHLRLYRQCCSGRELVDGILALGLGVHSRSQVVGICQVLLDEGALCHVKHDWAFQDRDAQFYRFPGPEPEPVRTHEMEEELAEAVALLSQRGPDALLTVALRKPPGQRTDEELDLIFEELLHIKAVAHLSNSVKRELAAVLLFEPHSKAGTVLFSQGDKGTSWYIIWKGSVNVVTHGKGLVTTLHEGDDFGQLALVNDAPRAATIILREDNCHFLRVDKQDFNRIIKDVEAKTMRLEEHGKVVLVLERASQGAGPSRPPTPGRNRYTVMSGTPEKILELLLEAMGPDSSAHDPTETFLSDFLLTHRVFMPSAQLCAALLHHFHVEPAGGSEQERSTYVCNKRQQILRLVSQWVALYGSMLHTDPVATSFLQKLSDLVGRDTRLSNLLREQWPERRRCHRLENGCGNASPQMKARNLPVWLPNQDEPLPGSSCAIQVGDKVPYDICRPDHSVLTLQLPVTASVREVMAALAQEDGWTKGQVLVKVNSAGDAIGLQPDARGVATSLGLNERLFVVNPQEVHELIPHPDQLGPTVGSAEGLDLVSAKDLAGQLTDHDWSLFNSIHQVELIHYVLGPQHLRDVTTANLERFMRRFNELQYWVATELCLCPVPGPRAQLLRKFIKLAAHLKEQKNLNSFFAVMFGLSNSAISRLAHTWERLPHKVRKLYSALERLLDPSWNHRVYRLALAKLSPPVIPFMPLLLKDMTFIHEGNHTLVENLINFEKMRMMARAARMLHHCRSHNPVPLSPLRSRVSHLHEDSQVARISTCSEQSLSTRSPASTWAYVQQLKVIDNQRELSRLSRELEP
CCT modulator – High-Throughput Screening for Modulators of Cytosolic Chaperonin Activity | purified chaperonin ATPase assay, HTRF ADP detection, 30 min | AID 651819, 2012 | actives 0.3% (n = 360,000) | activity change, % (no concentration beside the values), hits read low; in the data active means activity change below about -30%; further: on the % scale 0 is the no-effect control and ±100 the full control effect
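TRiC (40 or 20 nM final, by batch activity) in 30 mM Tris pH 7.4, 100 mM KCl, 5 mM MgCl2, 1 mM DTT was treated with compound at 76 uM single dose, then 10 uM ATP, 30 min at 37 °C. ADP was read by HTRF Transcreener.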
PI5P4K alpha inh – qHTS for Inhibitors of phosphatidylinositol 5-phosphate 4-kinase (PI5P4K); PI5P4Kalpha enzyme, ADP-Glo luminescence, 60 min; stronger effect = lower value; max response, %; actives 1.2% (n = 330,000); AID 652105, 2013; active means max response of -50% or lower; inconclusive means between -30% and -50%; inactive means -30% or higher; further: value at the top dose of about 77 µM; on the % scale 0 is the no-effect control and ±100 the full control effect
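Controls without substrate or without enzyme flank wells where PI5P4Kalpha converts substrate using 5 microM ATP (final). Incubation lasts 60 minutes at room temperature; ADP formed is read by ADP-Glo luminescence.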
EPAC1 agonist – qHTS for Agonist of cAMP-regulated guanine nucleotide exchange factor 3 (EPAC1): primary screen; Potency, µM (titrated, usually from 154 µM), for the others: top-dose activation, actives largely listed as activators; EPAC1 agonist qHTS, biochemical assay; response scale: 100% = response to 6.5 mM cAMP; actives 0.073% (n = 360,000); Rap guanine nucleotide exchange factor 3 (Homo sapiens), O95398; further: potency means the concentration at half of the fitted maximal effect; nearly all actives have a fitted effect of over 60% in size
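Read-out is the fluorescence drop as BODIPY-GDP leaves Rap1B (480 nm excitation, 540 nm emission), recorded every 5 minutes over 30 minutes. Reactions held 100 nM EPAC1, 250 nM Rap1B–BODIPY-GDP and 50 uM GDP, with 6.5 mM cAMP setting full activation.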
Mm-Cpn inhibitor – Inhibitors of TCP-1 ring complex (TRiC) of Methanococcus maripaludis (MmCpn): qHTS; AID 504842, 2011; actives 0.031% (n = 330,000); Chaperonin Mm-Cpn (Methanococcus maripaludis); Potency, µM (top dose mostly 76.9 µM), for inactives: at the top dose activity, negative = inhibition, most hits filed as inhibitors; purified Mm-Cpn ATPase, ADP Transcreener TR-FRET; further: potency means the concentration at half of the fitted maximal effect; on the % scale 0 is the no-effect control and ±100 the full control effect; nearly all actives have a fitted effect of over 80% in size
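ATP (10 uM final) was added to archaeal chaperonin (25 nM final) after 10 min exposure to test compound at 37°C; after 30 min further incubation, ADP was detected by competitive TR-FRET.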
EPAC2 antagonist – qHTS for Antagonist of cAMP-regulated guanine nucleotide exchange factor 2 (EPAC2): primary screen. Rap guanine nucleotide exchange factor 4 (Homo sapiens), Q8WZA2. EPAC2 GEF exchange of Rap1B-BODIPY-GDP, fluorescence. Potency, µM (doses to about 114 µM), for the others: top-dose activity, negative = inhibition, most hits filed as inhibitors. actives 0.18% (n = 360,000). AID 720708, 2013; further: potency means the concentration at half of the fitted maximal effect; on the % scale 0 is the no-effect control and ±100 the full control effect; nearly all actives have a fitted effect of over 45% in size; many of its hits are not listed in these tables
Starred values were filed as active, the others as inactive; [ ] = remark or other dose. Unless noted, the call rests on the fitted dose curve; in most records, active means well fitted curve in the direction sought with a large enough effect; inconclusive means small, poorly fitted or top-dose-only effect, or another doubt; inactive means no such curve, though single readings can be large; an effect the other way counts as inactive or inconclusive.

For CCOc1ccc(C2C(C(=O)OC)=CN(CCOC)C=C2C(=O)OC)cc1 the results were WRN helicase inh 2%, PLK1 PBD block -7%, EPAC1 antag -4%, CCT modulator -1.0, EPAC1 agonist 2%, Mm-Cpn inhibitor -3% and EPAC2 antagonist 3%.
`O=C(NCCCn1ccnc1)c1sc2cccc(F)c2c1Cl` gave WRN helicase inh 0%, PLK1 PBD block -4%, EPAC1 antag -4%, CCT modulator -2.3, EPAC1 agonist -3%, Mm-Cpn inhibitor -2% and EPAC2 antagonist 1%.
`O=C1Nc2ccccc2SC1c1ccccc1` (stereo not drawn) gave WRN helicase inh 0%, PLK1 PBD block -13%, EPAC1 antag -8%, CCT modulator -0.4, PI5P4K alpha inh 4, EPAC1 agonist -1%, Mm-Cpn inhibitor 4% and EPAC2 antagonist inconclusive.
Screening O=C(Nc1ccc2c(c1)OCCO2)c1ccc(Br)cc1 returned WRN helicase inh -7%[57.1 µM], PLK1 PBD block 1%, EPAC1 antag -8%, CCT modulator 0.2, PI5P4K alpha inh 0, EPAC1 agonist 2%, Mm-Cpn inhibitor 1% and EPAC2 antagonist -4%.
Screening O=C(CSc1nn(-c2ccc(Cl)cc2)c(=S)s1)NCC1CCCO1 (stereo not drawn) returned WRN helicase inh -2%, PLK1 PBD block 0%, EPAC1 antag 3%, CCT modulator -0.4, PI5P4K alpha inh 1, EPAC1 agonist 6%, Mm-Cpn inhibitor -2% and EPAC2 antagonist -17%.
Screening COc1ccc(NC(=O)CCc2nc(-c3ccccc3F)no2)cc1 returned WRN helicase inh -23%, PLK1 PBD block -5%, EPAC1 antag -9%, CCT modulator -3.3, PI5P4K alpha inh -11, EPAC1 agonist 4%, Mm-Cpn inhibitor 1% and EPAC2 antagonist -2%.
Screening O=C(Nc1cccc(-c2cn3c(n2)SCC3)c1)c1ccc2c(c1)OCO2 returned WRN helicase inh -8%, PLK1 PBD block -9%, EPAC1 antag -6%, CCT modulator 0.3, PI5P4K alpha inh -4, EPAC1 agonist 10%, Mm-Cpn inhibitor -15% and EPAC2 antagonist -3%.
Screening CCOc1ccc(-c2cc(C(=O)NCc3cc(C(F)(F)F)cc(C(F)(F)F)c3)[nH]n2)c(C)c1 returned WRN helicase inh -5%, PLK1 PBD block -5%, EPAC1 antag -12%, CCT modulator -1.9, PI5P4K alpha inh 2, EPAC1 agonist -29% and EPAC2 antagonist 4%.
For COCC(=O)N(Cc1cc2ccc(C)cc2[nH]c1=O)c1ccccc1C the results were WRN helicase inh 2%, PLK1 PBD block -9%, EPAC1 antag -6%, CCT modulator 1.8, PI5P4K alpha inh 6, EPAC1 agonist 4%, Mm-Cpn inhibitor 0% and EPAC2 antagonist 1%.
For CC(C(=O)N(C)Cc1cccc(F)c1)N1CCN(S(=O)(=O)c2ccc3c(c2)OCCCO3)CC1 (stereo not drawn) the results were WRN helicase inh -7%, PLK1 PBD block -10%, EPAC1 antag -26%, CCT modulator 0.5, PI5P4K alpha inh -8, EPAC1 agonist -42%[inhibitor], Mm-Cpn inhibitor -4% and EPAC2 antagonist -4%.
Screening COC(=O)[C@@H]1C[C@@]2(O)[C@H](O)[C@H](O)[C@H](O)C[C@H]2N1C/C=C/c1ccccc1 returned WRN helicase inh 4%, PLK1 PBD block 1%, EPAC1 antag 7%, CCT modulator -5.3, PI5P4K alpha inh 5, EPAC1 agonist 3%, Mm-Cpn inhibitor -6% and EPAC2 antagonist 11%.
For O=C(CSc1nnc(NC(=O)c2c(F)cccc2Cl)s1)Nc1ccccc1F the results were WRN helicase inh inconclusive, PLK1 PBD block -12%, EPAC1 antag -1%, CCT modulator -2.1, PI5P4K alpha inh -24, EPAC1 agonist 13%, Mm-Cpn inhibitor 1% and EPAC2 antagonist -3%.
For Cc1ccc(S(=O)(=O)c2cc(C#N)c(=O)[nH]c2N)cc1 the results were WRN helicase inh -7%, PLK1 PBD block 3%, EPAC1 antag -2%, CCT modulator -8.4, PI5P4K alpha inh -3, EPAC1 agonist 11%, Mm-Cpn inhibitor 1% and EPAC2 antagonist 6%.
CCOc1ccc(NC(=O)c2cccc(-n3cnnn3)c2)cc1 was read as WRN helicase inh 11%, PLK1 PBD block 1%, EPAC1 antag 7%, CCT modulator -1.6, EPAC1 agonist -4%, Mm-Cpn inhibitor 1% and EPAC2 antagonist 6%.
For Cc1ccccc1-n1nc(C)c2c(C(=O)NN)cc(-c3ccncc3)nc21 the results were WRN helicase inh -2%, PLK1 PBD block -3%, EPAC1 antag -22%, CCT modulator 1.4, PI5P4K alpha inh 4, EPAC1 agonist 8%, Mm-Cpn inhibitor 2% and EPAC2 antagonist -10%.
Screening CC(=O)NC1CC2CCCC(C1)N2C(=O)Nc1ccccc1C (stereo not drawn) returned WRN helicase inh -1%, PLK1 PBD block -9%, EPAC1 antag 0%, CCT modulator -0.9, PI5P4K alpha inh 2, EPAC1 agonist -10% and EPAC2 antagonist 7%.
`CCCN(CC(=O)Nc1ccccc1C)C(=O)c1oc2ccc(OCC)cc2c1C` gave WRN helicase inh -9%, PLK1 PBD block 0%, EPAC1 antag -16%, CCT modulator -0.8, PI5P4K alpha inh -14, EPAC1 agonist 126µM*, Mm-Cpn inhibitor 0% and EPAC2 antagonist -3%.
Screening CCc1cccc(N(CC(=O)NC2CCCCC2)C(=O)c2csnn2)c1 returned WRN helicase inh 3%[57.1 µM], PLK1 PBD block 2%, EPAC1 antag 7%, CCT modulator 1.6, PI5P4K alpha inh 0, EPAC1 agonist -4%, Mm-Cpn inhibitor -2% and EPAC2 antagonist 20%.
For CN1CCN(CC(=O)Nc2c(C#N)cnn2-c2ccccc2)CC1 the results were WRN helicase inh 1%, PLK1 PBD block 1%, EPAC1 antag 30%[activator], CCT modulator -1.8, PI5P4K alpha inh 0, EPAC1 agonist 5%, Mm-Cpn inhibitor 0% and EPAC2 antagonist 2%.
Screening Cc1cc(C)c(C#N)c(SCC(=O)c2ccccc2)n1 returned WRN helicase inh -5%, PLK1 PBD block -12%, EPAC1 antag 20%, CCT modulator 0.7, PI5P4K alpha inh 0, EPAC1 agonist 0%, Mm-Cpn inhibitor -10% and EPAC2 antagonist 1%.
Screening COc1ccc(N(C(=O)CCl)C(C(=O)NCCc2ccccc2)c2cccs2)cc1 (stereo not drawn) returned WRN helicase inh -27%, PLK1 PBD block -2%, EPAC1 antag -24%, CCT modulator 0.1, PI5P4K alpha inh 3, EPAC1 agonist 5%, Mm-Cpn inhibitor -3% and EPAC2 antagonist -23%.
For CCCCc1c(C(=O)O)cc(OC)cc1C(=O)O the results were WRN helicase inh 9%, PLK1 PBD block -5%, EPAC1 antag 10%, CCT modulator -1.0, EPAC1 agonist 6%, Mm-Cpn inhibitor -1% and EPAC2 antagonist 8%.
`Cc1oc2cc(Br)c(O)c(Br)c2c1C(=O)c1ccccc1` gave WRN helicase inh -11%, PLK1 PBD block -15%, EPAC1 antag -1%, CCT modulator 0.3, PI5P4K alpha inh inconclusive, EPAC1 agonist 16%, Mm-Cpn inhibitor -1% and EPAC2 antagonist 28µM*.
For COc1ccc(C(=O)NCC(=O)N/N=C/c2cccc(OC(=O)c3ccco3)c2)cc1OC the results were WRN helicase inh 3%, PLK1 PBD block 0%, EPAC1 antag -11%, CCT modulator -1.2, PI5P4K alpha inh 0, EPAC1 agonist -4%, Mm-Cpn inhibitor 0% and EPAC2 antagonist 0%.
For CC(=O)N/N=c1\sc2ccccc2n1C the results were WRN helicase inh -1%, PLK1 PBD block -3%, EPAC1 antag 7%, CCT modulator -2.1, PI5P4K alpha inh 2, EPAC1 agonist 12%, Mm-Cpn inhibitor -3% and EPAC2 antagonist 0%.
O=C(NCCc1ccccc1)C(=O)NCC1OCCN1S(=O)(=O)c1cc(F)ccc1F (stereo not drawn) was read as WRN helicase inh 3%, PLK1 PBD block -9%, EPAC1 antag -4%, CCT modulator 0.7, PI5P4K alpha inh -14, EPAC1 agonist 0%, Mm-Cpn inhibitor -1% and EPAC2 antagonist 0%.
`O=C(CSc1nnnn1C1CCCCC1)NNC(=O)c1ccco1` gave WRN helicase inh -3%, PLK1 PBD block -1%, EPAC1 antag 1%, CCT modulator -2.1, PI5P4K alpha inh -1, EPAC1 agonist -7%, Mm-Cpn inhibitor 1% and EPAC2 antagonist 5%.
`CCOC(=O)[C@]12CCCC=C1N(CCC1=CCCCC1)C(=O)[C@H](CC(=O)NCc1cccc(C(F)(F)F)c1)C2` gave WRN helicase inh -3%, PLK1 PBD block -3%, EPAC1 antag -20%, PI5P4K alpha inh 10, EPAC1 agonist -14% and EPAC2 antagonist -27%.
Screening O=C1c2ccc(Cl)cc2S(=O)(=O)c2cccc(C(=O)N3CCC(Cc4ccccc4)CC3)c21 returned WRN helicase inh -6%, PLK1 PBD block 1%, EPAC1 antag -9%, CCT modulator -3.1, PI5P4K alpha inh 1, EPAC1 agonist 5%, Mm-Cpn inhibitor 2% and EPAC2 antagonist -3%.
CCOc1ccccc1N(CC(=O)Nc1cccnc1)S(C)(=O)=O was read as WRN helicase inh 3%, PLK1 PBD block -7%, EPAC1 antag 0%, CCT modulator -0.9, PI5P4K alpha inh -1, EPAC1 agonist 0%, Mm-Cpn inhibitor -1% and EPAC2 antagonist 6%.
For CCOC(=O)N1CCN(C(=O)c2cc3ccc(OC)cc3[nH]2)CC1 the results were WRN helicase inh 8%, PLK1 PBD block -14%, EPAC1 antag -13%, CCT modulator 1.1, PI5P4K alpha inh -3, EPAC1 agonist 15%, Mm-Cpn inhibitor 1% and EPAC2 antagonist 4%.
Screening O=C(CSc1nnc(SCc2ccccc2Cl)s1)N/N=C/c1c[nH]c2ccccc12 returned WRN helicase inh -34%, PLK1 PBD block 6%, EPAC1 antag 0%, CCT modulator 0.5, PI5P4K alpha inh -6, EPAC1 agonist 2%, Mm-Cpn inhibitor 0% and EPAC2 antagonist 1%.

These rows are one share of the data. The share of hits here may be higher or lower than overall.
